NadD inh = blocks S. aureus nicotinate mononucleotide adenylyltransferase; purified NadD enzyme, colorimetric absorbance read-out; inhibition, % at 20 µM; hit rate 0.78% among 360,000; AID 602399; in the data active = inhibition above about 26%; also: some compounds past the cut are filed as inactive
LMPTP inh = blocks human LMPTP phosphatase | P24666 | recombinant LMPTP-A, OMFP fluorogenic substrate, fluorescence intensity | inhibition, % at 20 µM | hit rate 0.22% among 360,000;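 active = compounds that cut the enzyme signal by at least half of the control window in the single-dose screen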;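 also: plate controls were DMSO wells with enzyme plus substrate for no effect and substrate without enzyme for full effect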
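Test system: LMPTP-A phosphatase enzyme. Amount: LMPTP-A at 0.625 nM final in the reaction. Reagent: OMFP substrate, 400 µM final. Times: 50 min at room temperature. Signal: endpoint fluorescence intensity from OMFP dephosphorylation. Read-out basis: % inhibition. Benchmarks: no-enzyme and uninhibited controls.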
NRP1-CendR mod = NRP-1/CendR interaction modulation; inhibition, % at 25 µM; FAM-RPARPAR peptide binding to NRP-1, fluorescence polarization; O14786; hit rate 0.85% among 360,000;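 active = inhibition or corrected inhibition above about 18%, plus a signal ratio from 0.5 to 1.5, limit read from the data, passing the limit was not always enough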; also: strong numbers were not always called active
SKN-1 block = inhibitors of C. elegans SKN-1; inhibition, % at 21.8 µM; hit rate 0.49% among 360,000; C. elegans VP596 Pgst-4::GFP/RFP ratio, acrylamide-induced, 24 h; AID 624304;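 active = interference check ratio from 0.5 to 1.5 plus GFP to RFP signal ratio inhibition reaching or exceeding a fixed threshold, cut at about 30% in these data, passing the limit was not always enough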; also: some compounds called inactive have numbers as strong as hits
SUMO1 PPI mod = alters human SUMO1 binding to SIM partners; P63165; SUMO1 binding to a labelled peptide, TR-FRET, 1 h; inhibition, % at 20 µM; hit rate 0.33% among 360,000; AID 602429; in the data active = inhibition above about 37%
STEP inh = blocks human striatal-enriched tyrosine phosphatase. inhibition, % at 20 µM. hit rate 0.25% among 360,000. recombinant STEP, OMFP fluorogenic substrate, fluorescence;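 active = inhibition at 20 µM, scaled per plate between control wells, above about 37%, limit read from the data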;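 also: 0% = DMSO with enzyme and substrate and 100% = substrate only without enzyme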
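System: STEP (striatal-enriched tyrosine phosphatase) enzyme, cell-free; medium: Bis-Tris pH 6.0 buffer with DTT, detergent; dosing: 20 µM, 1% DMSO; times: reaction 20 min, ambient temperature; detection: fluorescence, 480/540 nm; read-out basis: normalized % inhibition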
Neddylation inh = inhibitors of human cullin neddylation | AID 651699 | TR-FRET cullin neddylation, biochemical | hit rate 0.58% among 360,000 | calls only at 25 µM; in the data active = inhibition above about 36%
Tb MetRS inh = Trypanosoma brucei MetRS inhibition; AID 624268; inhibition, % at 11.9 µM; hit rate 0.4% among 360,000; purified T. brucei MetRS, ATP depletion, Kinase-Glo luminescence;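 active = inhibition above a per-plate cutoff of the control wells' mean inhibition plus 3 SD, cut at about 5.5% in these data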;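 also: 0% = DMSO wells median and 100% = median of wells with control inhibitor compound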
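technique = Kinase-Glo luminescence, ATP depletion format | system = purified MetRS (methionyl-tRNA synthetase) enzyme from Trypanosoma brucei | timing = 15 min preincubation, 2 h reaction, all 25 °C | evaluation = percent inhibition versus plate control medians | dosing = single dose, 11.9 µM final nominal, 0.9% final DMSO | also added = substrates ATP, L-methionine and bulk Escherichia coli tRNA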
Scp1 inh = blocks human Scp-1 phosphatase activity; Q9GZU7; inhibition, % at 20 µM; hit rate 0.88% among 340,000; Recombinant Scp1, phosphopeptide, malachite green phosphate absorbance;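 active = inhibition above about 50% at 20 µM, limit read from the data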;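 also: plate controls were DMSO wells with enzyme for no effect and wells lacking enzyme for full effect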
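System: SCP-1 catalytic domain; Reagent: Phospho 17-mer peptide substrate; Doses: one concentration, 20 µM, with 1.0% DMSO; Incubation: 45 min room-temperature reaction, 5 min colour, 30 min stabiliser; Signal: Phosphate-binding colour reagent, absorbance read at 630 nm.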
DNMT1 inh = inhibitors of human DNMT1 | DNMT1 molecular beacon, Hinp1I cleavage, fluorescence | P26358 | inhibition (reported as % activation of signal), % at 10 µM | hit rate 0.83% among 360,000; in the data active = inhibition above about 50%
Target sequence (P26358 504-1616 limits assumed): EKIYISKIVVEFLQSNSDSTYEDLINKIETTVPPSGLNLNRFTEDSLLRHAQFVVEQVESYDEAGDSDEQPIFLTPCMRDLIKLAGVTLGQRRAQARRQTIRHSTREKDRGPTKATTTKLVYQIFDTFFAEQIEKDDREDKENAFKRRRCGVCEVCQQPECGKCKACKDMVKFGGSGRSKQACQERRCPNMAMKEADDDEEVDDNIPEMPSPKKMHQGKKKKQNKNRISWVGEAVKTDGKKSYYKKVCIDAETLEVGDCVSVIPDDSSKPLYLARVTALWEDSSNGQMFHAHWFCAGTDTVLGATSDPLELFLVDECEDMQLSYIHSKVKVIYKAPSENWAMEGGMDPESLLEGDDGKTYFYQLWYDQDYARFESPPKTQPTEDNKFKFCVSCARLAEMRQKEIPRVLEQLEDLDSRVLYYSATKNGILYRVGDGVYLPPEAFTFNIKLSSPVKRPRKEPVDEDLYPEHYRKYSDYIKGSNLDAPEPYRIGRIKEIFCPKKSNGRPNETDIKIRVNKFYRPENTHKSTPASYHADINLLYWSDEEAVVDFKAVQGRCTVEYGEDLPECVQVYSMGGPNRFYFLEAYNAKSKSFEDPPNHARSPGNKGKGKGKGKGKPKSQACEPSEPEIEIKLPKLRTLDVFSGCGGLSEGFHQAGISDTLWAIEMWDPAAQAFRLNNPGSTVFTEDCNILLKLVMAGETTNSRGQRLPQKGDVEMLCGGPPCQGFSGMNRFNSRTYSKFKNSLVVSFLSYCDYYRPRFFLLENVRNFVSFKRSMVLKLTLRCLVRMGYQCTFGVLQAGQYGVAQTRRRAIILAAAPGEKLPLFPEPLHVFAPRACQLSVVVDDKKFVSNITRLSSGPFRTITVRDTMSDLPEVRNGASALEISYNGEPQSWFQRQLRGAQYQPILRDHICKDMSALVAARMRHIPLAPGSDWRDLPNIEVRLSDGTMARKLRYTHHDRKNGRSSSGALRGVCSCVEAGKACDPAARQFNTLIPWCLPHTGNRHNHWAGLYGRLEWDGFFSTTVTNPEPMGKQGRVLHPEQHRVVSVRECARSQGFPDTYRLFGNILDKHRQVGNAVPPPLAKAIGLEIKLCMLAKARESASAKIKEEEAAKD
* hit, by the source's call; i = inactive; nt = no result given; + = active, no number.

SMILES | NadD inh | LMPTP inh | NRP1-CendR mod | SKN-1 block | SUMO1 PPI mod | STEP inh | Neddylation inh | Tb MetRS inh | Scp1 inh | DNMT1 inh
CC1CCN(C(=O)CN2c3cccc4cccc(c34)S2(=O)=O)CC1 | 3 | -0.9 | 1 | 14 | -15 | 1 | + | -0.2 | -4 | -6
O=C(NCCC1CCCCN1S(=O)(=O)c1cccs1)C(=O)Nc1ccccc1F (centres undefined) | -11 | -0.3 | 0 | 3 | -5 | -1 | i | -0.3 | -2 | -2
C=CCn1cccc(C(=O)Nc2ccc(OC)c(OC)c2)c1=O | -5 | 1.5 | 8 | 5 | -2 | -1 | i | 0.0 | 3 | -1
N#CCC(=O)N/N=C1\CCCCC1C1CCCCC1 (centres undefined) | 0 | -0.6 | -1 | -2 | -5 | 2 | i | -0.1 | -13 | 0
COC(=O)c1ccccc1NC(=O)CSc1ccccn1 | -1 | 0.5 | 10 | 5 | -1 | 3 | i | 0.0 | -2 | 7
COc1ccc(C(CC(=O)NCc2ccco2)c2ccc(F)cc2)cc1 (centres undefined) | -1 | 0.2 | 0 | -6 | -2 | -2 | i | -0.6 | -7 | -2
CCc1ccc(-c2cc(C)no2)cc1S(=O)(=O)N1CCOc2ccc(C)cc21 | 0 | 3.5 | 3 | 15 | 10 | -1 | i | 0.5 | -13 | -12
CC1(NC(=O)Nc2cc([N+](=O)[O-])ccc2O)CCS(=O)(=O)C1 (centres undefined) | 7 | 0.0 | 2 | 11 | -39 | 5 | i | -0.1 | -6 | 0
CCCNS(=O)(=O)c1ccc(Oc2ncc(C(F)(F)F)cc2Cl)cc1 | -3 | 1.4 | 1 | -14 | 2 | 1 | i | -0.3 | -3 | -1
COC(=O)c1oc2ccc(Br)cc2c1NC(=O)c1ccccc1 | -4 | 0.1 | 15 | 14 | 5 | -1 | i | -0.7 | -21 | 37
O=C(NCc1cccnc1)c1cccc(NS(=O)(=O)c2ccc(Br)cc2)c1 | 3 | 2.3 | 2 | -3 | 7 | -1 | i | -0.6 | -1 | 0
COCCOC1CCN(C(=O)c2ccc(OC)c(OC3CCN(C(C)C)CC3)c2)CC1 | -5 | -1.3 | 6 | 17 | -5 | 0 | i | 0.4 | 3 | 0
COc1ccc(OC)c(C=Nc2ccccc2-c2nc3ccccc3[nH]2)c1 | -2 | 2.1 | -1 | 7 | 3 | 1 | nt | -0.1 | -1 | -9
O=C(Nc1ccc(Nc2ccccc2)cc1)C(Cl)(Cl)Cl | -3 | 1.3 | -10 | -5 | 1 | 1 | i | 0.0 | -4 | -12
O=C(CCCn1c(=O)oc2ccccc21)Nc1cccnc1 | -1 | 0.0 | 2 | 4 | -2 | -2 | i | 0.1 | -2 | 2
Cc1cccc(NS(=O)(=O)c2ccc(C(=O)N3CC(C)OC(C)C3)cc2)c1C (centres undefined) | 4 | -0.6 | -3 | -6 | 5 | 0 | i | -0.3 | -4 | 0
CCOC(=O)N1CCC2(CC1)CC(=O)c1c(ccc3oc(C(=O)O)c(C)c13)O2 | 6 | 1.2 | 5 | -12 | -6 | 3 | nt | 0.2 | -6 | -1
COc1cccc(C2=CC(=O)C[C@H](c3ccc(Cl)cc3)C2)c1 | -7 | 3.3 | 8 | 2 | -15 | 1 | i | 0.1 | -14 | 3
CS(=O)(=O)Oc1ccc2c(c1)O/C(=C\c1cccc([N+](=O)[O-])c1)C2=O | -3 | 2.6 | -1 | 6 | -26 | 1 | i | -0.5 | -7 | 0
CC[C@H]1C/C=C\Cc2ccccc2[C@@H](C(=O)C[C@@H](O)CC(C)=O)OC1=O | -1 | -2.2 | 1 | -2 | -1 | -3 | i | -2.8 | 4 | 7
Cc1cc(C)nc(NS(=O)(=O)c2ccc(NCN3C(=O)c4ccccc4C3=O)cc2)n1 | -2 | -0.6 | 13 | -3 | -7 | 0 | i | -0.1 | nt | 1
[O-][n+]1onc2c1CCc1nnccc1-2 | 10 | -0.3 | 5 | -9 | -8 | -3 | i | 0.2 | -2 | 4
O=C(O)CCn1c(=O)n(CCC(=O)O)c(=O)n(CCC(=O)O)c1=O | -3 | 0.2 | 12 | 4 | 5 | 0 | i | 0.1 | 12 | 7
C=CC[C@]12C=C(OC)C(=O)C=C1O[C@@H](c1ccc3c(c1)OCO3)[C@H]2C | 2 | 0.8 | 12 | 2 | 2 | -3 | i | 1.3 | -4 | 0
Cc1ccnc(NC(=O)c2cccc(NC(=O)CC3SC(N4CCCCC4)=NC3=O)c2)c1 (centres undefined) | -1 | -0.6 | -24 | 0 | 0 | 1 | i | -0.6 | -3 | -1
CCC(C)C(=O)Nc1cc(OC)c(OC)cc1C(=O)O (centres undefined) | -4 | -0.4 | 4 | 14 | 1 | -3 | i | 0.0 | -8 | 3
COc1ccc(S(=O)(=O)Cc2ccc(C(=O)O)o2)cc1 | -1 | -1.4 | -3 | 21 | 0 | 2 | i | 0.2 | 0 | 3
Cc1nc2ccn(Cc3ccccc3)c(=O)c2cc1C(=O)N1CCN(c2ccc(F)cc2)CC1 | 2 | -0.1 | 11 | -2 | -1 | -4 | i | -0.6 | -4 | 0
COc1ccc(Cl)cc1NC(=O)C(C)OC(=O)Cn1cc(C(F)(F)F)ccc1=O (centres undefined) | -5 | -0.7 | 4 | 12 | 3 | 0 | i | 0.5 | -6 | 5
CCc1nnc(NS(=O)(=O)c2ccc(N3C(=O)c4ccccc4C3=O)cc2)s1 | -1 | -0.8 | 1 | -1 | -15 | 0 | i | -0.2 | -1 | -1
C=CCN(CC=C)C(=O)C(=O)c1cc(C)n(-c2ccc([N+](=O)[O-])cc2)c1C | -2 | -2.6 | -3 | 7 | -17 | 2 | i | -0.8 | -4 | 0
CC(C)N(C(=O)CSc1nnc(CN2CCCCCC2=O)n1-c1ccccn1)C(C)C | -6 | -0.2 | 4 | 12 | -5 | -2 | i | -0.4 | -1 | -3
COc1ccc(NC(=O)CN2CCN(c3ccccc3)CC2)cc1 | -1 | 0.0 | 2 | 10 | 1 | 1 | i | -0.9 | -3 | 6
CCCOc1ccc(C(=O)Nc2ccc(Cl)cn2)cc1 | -3 | -1.2 | -13 | 41* | 4 | 0 | i | -0.5 | -1 | -2
CCCOc1ccc(NC2=CC(=O)CC(C)(C)C2)cc1 | 6 | 0.2 | -11 | -2 | -1 | 3 | i | 0.0 | -3 | -2
CCCCn1c(/C=C/c2ccco2)nc2ccccc21 | 2 | 2.1 | -45 | 11 | -2 | -2 | i | 0.0 | -4 | 6
CC(=O)Nc1ccc(C(C#N)=Cc2ccc(N(C)CCC#N)cc2)cc1 | 4 | 0.3 | -14 | 30 | -30 | 1 | i | -0.1 | nt | -7
Cc1nc(SCc2ccc(F)cc2)c2oc3ccccc3c2n1 | -7 | 1.0 | 4 | 21 | 4 | -3 | i | 0.2 | -7 | -1
O=C1N=C(N2C=CC(=C3C=CNC=C3)C=C2)/C(=C/N=NC(=O)c2ccccc2)S1 | 1 | 0.9 | 8 | -1 | -22 | -2 | i | -0.3 | -8 | 3
O=C(COc1ccccc1)c1cn(CC(=O)N2CCOCC2)c2ccccc12 | 0 | -0.6 | -69 | -2 | -2 | 0 | i | -0.1 | 11 | -1
Cc1ccc(N2CC(C(=O)OCC(=O)c3c(N)n(CC(C)C)c(=O)n(C)c3=O)CC2=O)cc1 (centres undefined) | 0 | 1.6 | -11 | 30 | -1 | 3 | i | -0.5 | 11 | 1
COc1cc(NC(=O)CN2CCCCC2)c(C)cc1[N+](=O)[O-] | -1 | -1.6 | -7 | 1 | -10 | -1 | i | -0.1 | -5 | 0
CC(=O)C1=C(C)OC(N)=C(C#N)C1c1cc([N+](=O)[O-])ccc1Cl (centres undefined) | 2 | -2.9 | 8 | -4 | -18 | 0 | i | 0.1 | 15 | 0
CC(=O)O/N=C(\N)c1cnn2c(C(F)(F)F)cc(C(F)(F)F)nc12 | -3 | -1.2 | 4 | -5 | -8 | 4 | i | -0.3 | -5 | 0
COc1ccc(Cl)cc1C(=O)OCC(=O)NCc1cccs1 | -2 | -0.8 | 1 | -19 | 0 | 0 | i | -0.2 | -6 | 3
Cc1ccc(C)c(S(=O)(=O)NC(Cc2c[nH]c3ccccc23)C(=O)O)c1 (centres undefined) | -4 | 0.7 | 8 | -2 | -1 | 0 | i | 0.5 | -9 | 1
c1ccc(Cn2cnc3ccccc32)cc1 | -3 | 0.9 | 6 | 11 | -1 | 0 | i | -1.1 | -3 | 2
O=C(Cc1c[nH]c2ccccc12)OCCOC(=O)Cc1c[nH]c2ccccc12 | -12 | 1.2 | 3 | 4 | -1 | 6 | i | -0.1 | -3 | -17
Cc1ccc(N(C(=O)Cc2cccs2)C(C(=O)NC2CCCC2)c2ccncc2)cc1 (centres undefined) | -5 | -1.0 | 0 | -6 | 1 | 2 | i | -1.5 | -4 | 0
CC(=O)N1c2ccc(S(=O)(=O)N3CCCCC3)cc2CC1C(=O)Nc1ccc(C)cc1 (centres undefined) | 5 | 0.1 | 12 | 17 | -1 | 0 | i | -0.2 | -6 | -1
COc1ccc(OC)c(C2C3=C(CCCC3=O)Nc3nnnn32)c1 (centres undefined) | 4 | -0.5 | -4 | -10 | -5 | 0 | i | -0.2 | -8 | -4
Clc1ccccc1CSc1snnc1-c1ccccc1 | 14 | 2.4 | -2 | 2 | 3 | -3 | i | 0.1 | -11 | -3
O=C(c1cc(-c2ccc3c(c2)OCO3)on1)N1CCN(c2ccc(F)cc2)CC1 | -1 | 0.0 | 12 | 11 | 0 | -2 | i | 0.1 | 0 | 5
COc1ccccc1C(=O)Nc1ccc2c(c1)nc(CCNC(=O)c1ccco1)n2C | -1 | -0.4 | 5 | 6 | 6 | 0 | i | -0.5 | -2 | -1
CCCCOc1ccc(CSCCN=C(N)N)cc1 | -7 | -1.3 | 40* | -2 | -2 | 1 | i | -0.6 | 9 | 7

An excerpt from above, reduced to Neddylation inh and SUMO1 PPI mod.
molecule	Neddylation inh	SUMO1 PPI mod
[O-][n+]1onc2c1CCc1nnccc1-2	i	-8
O=C(O)CCn1c(=O)n(CCC(=O)O)c(=O)n(CCC(=O)O)c1=O	i	5
C=CC[C@]12C=C(OC)C(=O)C=C1O[C@@H](c1ccc3c(c1)OCO3)[C@H]2C	i	2
Cc1ccnc(NC(=O)c2cccc(NC(=O)CC3SC(N4CCCCC4)=NC3=O)c2)c1 (centres undefined)	i	0

A section taken from the entries so far, as a working copy:
SMILES | NadD inh | LMPTP inh | NRP1-CendR mod | SKN-1 block | SUMO1 PPI mod | STEP inh | Neddylation inh | Tb MetRS inh | Scp1 inh | DNMT1 inh
Cc1ccc(N(C(=O)Cc2cccs2)C(C(=O)NC2CCCC2)c2ccncc2)cc1 (centres undefined) | -5 | -1.0 | 0 | -6 | 1 | 2 | i | -1.5 | -4 | 0
CC(=O)N1c2ccc(S(=O)(=O)N3CCCCC3)cc2CC1C(=O)Nc1ccc(C)cc1 (centres undefined) | 5 | 0.1 | 12 | 17 | -1 | 0 | i | -0.2 | -6 | -1

Bioassay records deposited in PubChem by several laboratories.

Outcome played no part in choosing rows; overall some 4.6% were active at least once.
